Screens as filed in PubChem BioAssay.
TRPC4 potent – positive allosteric modulators of TRPC4, primary screen, cell-based, mouse TRPC4beta, HEK293 mu-opioid, Fluo-4 calcium | DAMGO EC20, Fluo-4 Ca2+ flux; stronger effect = higher value | B-score at 10 µM | hit rate 0.42% among 310,000;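 active = B-score of calcium response area above 5 SD of library B-scores, with initial fluorescence ratio within 5 SD of library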;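 note: B-score of integrated fluorescence ratio over time as area under calcium response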
ANO1 activ – TMEM16A chloride channel activators or potentiators, primary screen, cell-based, HTS. HEK293 TMEM16A/YFP-H148Q/I152L, iodide quench fluorescence; stronger effect = lower value. B-score at 10 µM. hit rate 0.3% among 340,000;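 active = fluorescence-ratio B-score plate-corrected deviation score at least 3 library SD below zero, with starting fluorescence score within 5 deviations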;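 note: channel opened by trigger with iodide after compound preincubation; score built on the fluorescence ratio of max minus min over baseline; more negative score means more quench and so TMEM16A activation or potentiation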
TRPC6 activator – mouse TRPC6 channel activators, primary screen, cell-based, HEK293, membrane potential dye; AID 2550, 2010; HEK293-TRPC6 membrane potential dye fluorescence; stronger effect = higher value; hit rate 0.13% among 310,000; B-score at 10 µM; Short transient receptor potential channel 6 (Mus musculus), Q61143;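 active = B-score of the integrated fluorescence ratio above library mean plus 3 SD, and starting fluorescence ratio within library mean plus 5 SD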;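 note: higher score means more depolarization so channel activation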
Target sequence (Q61143 whole entry, looked up): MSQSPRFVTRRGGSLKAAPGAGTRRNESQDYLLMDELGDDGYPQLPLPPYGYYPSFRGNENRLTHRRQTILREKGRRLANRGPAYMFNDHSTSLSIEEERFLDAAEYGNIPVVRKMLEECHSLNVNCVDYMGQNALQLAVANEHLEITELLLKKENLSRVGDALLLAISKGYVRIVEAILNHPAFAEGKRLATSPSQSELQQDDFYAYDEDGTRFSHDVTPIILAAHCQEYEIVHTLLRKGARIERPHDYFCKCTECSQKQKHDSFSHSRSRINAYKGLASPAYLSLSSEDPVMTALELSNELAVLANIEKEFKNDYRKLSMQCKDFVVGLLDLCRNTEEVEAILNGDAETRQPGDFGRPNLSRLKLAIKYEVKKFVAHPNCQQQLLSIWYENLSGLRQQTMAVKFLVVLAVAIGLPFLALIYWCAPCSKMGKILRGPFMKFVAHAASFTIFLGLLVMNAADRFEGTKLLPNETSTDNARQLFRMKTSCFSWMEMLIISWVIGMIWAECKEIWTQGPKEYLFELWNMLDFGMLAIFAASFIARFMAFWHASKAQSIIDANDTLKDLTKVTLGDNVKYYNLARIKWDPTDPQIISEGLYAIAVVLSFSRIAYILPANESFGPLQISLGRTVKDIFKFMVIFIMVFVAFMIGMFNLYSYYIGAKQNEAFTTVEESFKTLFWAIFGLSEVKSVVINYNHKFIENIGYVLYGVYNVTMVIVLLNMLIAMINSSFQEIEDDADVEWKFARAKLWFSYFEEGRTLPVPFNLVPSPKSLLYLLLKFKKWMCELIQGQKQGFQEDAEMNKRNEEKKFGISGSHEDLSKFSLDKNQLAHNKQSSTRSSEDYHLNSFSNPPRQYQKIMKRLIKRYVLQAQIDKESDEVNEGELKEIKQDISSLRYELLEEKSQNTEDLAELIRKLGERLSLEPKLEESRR
MrgX1 agonist – agonists of human MrgX1 receptor, primary screen, HEK293 cells, Fluo-4 calcium flux. hit rate 0.44% among 310,000. B-score at 10 µM. AID 588627, 2011. Mas-related G-protein coupled receptor member X1 (Homo sapiens), Q96LB2. Fluo-4 calcium fluorescence, agonist mode; stronger effect = higher value;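 active = calcium response B-score plate-corrected fluorescence ratio at least 3 library SD, with starting fluorescence B-score inside 5 SD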
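Assay system: MrgX1-expressing HEK293 cells / Amount: fifteen thousand cells per well / Doses: test compound in the initial addition of three / Timing: cells plated overnight, dye loaded 0.5 h 37 °C, 0.5 h room temperature / Technique: kinetic calcium dye fluorescence, Fluo-4 NW / Control set: positive and negative controls per plate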
TRPC6 inh – mouse TRPC6 channel inhibitors, primary screen, cell-based, HEK293, membrane potential dye. hit rate 1.1% among 310,000. ACh-evoked depolarization; stronger effect = lower value. AID 2553, 2010. Short transient receptor potential channel 6 (Mus musculus), Q61143. B-score at 10 µM;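 active = B-score under library mean minus 3 SD, initial fluorescence not abnormally high, positive integrated signal ratio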;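 note: B-score derived from integrated fluorescence ratio over the kinetic read; more negative B-score means stronger inhibition of depolarization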
TRPC4 act – activators of mouse TRPC4 channel, primary screen, Fluo4 calcium, HEK293 TRPC4beta/mu-opioid cells; Short transient receptor potential channel 4 (Mus musculus), Q9QUQ5; Fluo4 calcium fluorescence; stronger effect = higher value; B-score at 10 µM; hit rate 0.49% among 310,000; AID 2237, 2010;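 active = B-score above 5 SD of library B-scores, and initial fluorescence ratio not above library mean plus 5 SD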;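 note: positive B-score marks a calcium rise read as TRPC4 activation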
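system = HEK293 cells stably co-expressing mouse TRPC4beta and mu-opioid receptor | schedule = Fluo4 dye loading 45 min at room temperature, 110 s recording | measure = B-scored integrated calcium fluorescence ratio | signal = Fluo4 calcium-sensitive dye fluorescence, kinetic, 1 Hz baseline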
TMEM16A inh – TMEM16A chloride channel inhibitors, primary screen, cell-based, HTS | Anoctamin-1 (Mus musculus), Q8BHY3 | HEK293 TMEM16A/YFP iodide influx fluorescence, ionomycin | normalized B-score (activity score, 25-100; higher = stronger inhibition) at 10 µM | hit rate 1.2% among 310,000;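 active = ratio plate-corrected score three or more library SD toward inhibition, starting fluorescence score within five deviations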;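 note: score derived from kinetic fluorescence span divided by baseline fluorescence per well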
RGS4 block – RGS4 inhibitors, primary screen, cell-based, HEK293 M3R inducible RGS4, calcium flux; Fluo-4 calcium flux; stronger effect = higher value; triggered by carbachol at its EC20; hit rate 0.45% among 310,000; B-score at 10 µM; Regulator of G-protein signaling 4 (Homo sapiens), P49798;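 active = B-score, a plate-corrected calcium signal, over three deviations above library mean, with baseline fluorescence within five deviations of library mean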;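 note: RGS4 expression induced by doxycycline in cells with stable M3 receptor; B-score is computed from the integrated fluorescence ratio over baseline after carbachol; higher B-score means a larger calcium signal and so more RGS4 inhibition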
MrgX1 antagonist – antagonists of human MrgX1 receptor, primary screen, HEK293 cells, Fluo-4 calcium flux. Mas-related G-protein coupled receptor member X1 (Homo sapiens), Q96LB2. BAM8-22 antagonism; stronger effect = lower value. B-score at 10 µM. hit rate 1.3% among 310,000. AID 588676, 2011;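 active = calcium-response B-score plate-corrected more than 3 library SD below zero, starting fluorescence within 5 deviations, no agonist response on first addition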;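 note: peak minus trough fluorescence over baseline after final BAM8-22 challenge near maximal dose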
TRPC4 block – inhibitors of mouse TRPC4 channel, primary screen, Fluo4 calcium, HEK293 TRPC4beta/mu-opioid cells. Short transient receptor potential channel 4 (Mus musculus), Q9QUQ5. DAMGO-evoked Fluo4 calcium flux; stronger effect = lower value. B-score at 10 µM. hit rate 0.39% among 300,000. AID 2247, 2010;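 active = B-score over 3 SD under the library average, no early fluorescence shift, positive overall ratio signal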
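material = TRPC4beta/mu-opioid receptor HEK293 cell line | probe or stimulus = sequential submaximal and maximal DAMGO stimulation | compound dosing = one concentration per compound | measured by = Fluo4 Ca2+ flux fluorescence | evaluation = integrated fluorescence ratio relative to baseline, converted to per-well B score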
MrgX1 PAM – positive allosteric modulators of MrgX1, primary screen, HEK293 cells, Fluo-4 calcium flux; FDSS; stronger effect = higher value; B-score at 10 µM; hit rate 0.63% among 310,000;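 active = plate-corrected calcium response at least 3 library SD above typical, normal starting fluorescence, not activating the receptor alone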;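 note: compound read alongside a low EC10 to EC30 dose of BAM8-22 agonist; peak minus trough fluorescence over baseline measured at the second addition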
* marks the source's active call; other numbers are inactive results; i = inactive; nt = no result given.

SMILES	TRPC4 potent	ANO1 activ	TRPC6 activator	MrgX1 agonist	TRPC6 inh	TRPC4 act	TMEM16A inh	RGS4 block	MrgX1 antagonist	TRPC4 block	MrgX1 PAM
O=C(CN1CCOC1=O)N1CCCC(N2CCN(c3cccc(C(F)(F)F)c3)CC2)C1 (stereo not given)	i	i	i	i	i	i	i	i	i	i	i
Cn1cc(/C=C(\NC(=O)c2ccccc2Cl)C(=O)NCCCn2ccnc2)c2ccccc21	i	i	i	i	i	i	i	i	i	i	i
COc1ccc(CC(=O)N(Cc2ccccc2)c2ccc(C)cc2)cc1OC	i	i	i	i	i	i	i	i	i	i	i
CNC(=O)c1cc2cccc(OC)c2oc1=O	i	i	i	i	i	i	i	i	i	i	i
O=C(Nc1ccc(Cl)cc1)C1CC2CCCC(C1)C2=O (stereo not given)	i	i	i	i	i	i	i	i	i	i	i
O=C1c2ccccc2C(=O)N1CC(O)COc1ccccc1Cl (stereo not given)	i	i	i	i	i	i	i	i	i	i	i
CCOC(=O)O[C@]1(C(=O)COC(=O)CC)CC[C@H]2[C@@H]3CCC4=CC(=O)C=C[C@]4(C)[C@H]3[C@@H](O)C[C@@]21C	nt	i	nt	i	nt	nt	i	nt	i	nt	i
O=c1[nH]c(N2CCN(Cc3ccccc3)CC2)nc2c1CCC2	i	i	i	i	i	i	i	i	i	i	i
COc1ccc(NC(=O)CSc2ccc(-c3sc(C)nc3C)nn2)cc1OC	i	i	i	i	i	i	i	i	i	i	i
CCCSc1nc(N2CCOCC2)c2c(c1C#N)CCCC2	i	i	i	i	i	i	i	i	i	i	i
Cc1c(/C(Cc2ccccc2)=N/O)c2ccccc2n1C	i	i	i	i	i	i	i	i	i	i	i
OCC[C@H]1C[C@@H](O)[C@H](O)[C@@]2(OCCc3ccccc32)O1	nt	i	nt	i	nt	nt	i	nt	i	nt	i
COCCNC(=S)N/N=C(\C)c1ccc(OC(F)F)cc1	i	i	i	i	i	i	i	i	i	i	i
COc1cccc(-c2csc(/C(C#N)=C/Nc3cc4oc5ccccc5c4cc3OC)n2)c1	i	i	i	i	i	i	i	i	i	i	i
CCCNC(=O)C1=C(C)C(=O)OC12CCC(C)CC2 (stereo not given)	i	i	i	i	i	i	i	i	i	i	i
CC(C)c1cccc(OCC(=O)Nc2ccc(S(=O)(=O)Nc3ccccn3)cc2)c1	i	i	i	i	i	i	i	i	i	i	i
O=C(CCCc1ccccc1)Nc1ccnn1C1CCN(Cc2ccccc2F)CC1	i	i	i	i	i	i	i	i	i	i	i
COc1ccc(OC)c(-c2csc(NC(=O)C3CSC4(C)CCC(=O)N34)n2)c1 (stereo not given)	i	i	i	i	i	i	i	i	i	i	i
O=C(Nc1ccc(Br)cc1)c1ccc2ncsc2c1	i	i	i	i	i	i	i	i	i	i	i
O=C1CC(C(=O)N2CCCc3ccccc32)CN1c1ccc(F)cc1 (stereo not given)	i	i	i	i	i	i	i	i	i	i	i
COCCn1c(=N)c(C(=O)NCCc2ccc(OC)cc2)cc2c(=O)n3cccc(C)c3nc21	i	i	i	i	i	i	i	i	i	i	i
COC(=O)CC1C(=O)NCCN1C(=S)Nc1cccc(C)c1 (stereo not given)	i	i	i	i	i	i	i	i	i	i	i
NC(=O)[C@@H]1CC2(CC(c3cccc(NC(=O)COc4ccc(Cl)cc4)c3)=NO2)CN1C(=O)c1ccccc1 (stereo not given in full)	i	i	i	i	i	i	i	i	i	i	i
Cc1ccc(-n2nc(-c3ccco3)cc2C(=O)O)cc1	i	i	i	i	i	i	i	i	i	i	24.8*
CSc1nc2ccccc2n1CC(=O)Nc1ccccc1	i	i	i	i	i	i	i	i	i	i	i
Cc1ccc(OCc2cc(C(=O)NCc3cc(F)ccc3C)no2)cn1	i	i	i	nt	i	i	nt	i	nt	i	nt
O=C(COC(=O)c1nc(Cl)ccc1Cl)c1ccccc1Cl	137*	i	i	i	i	i	i	i	i	i	i
CCCCOc1ccc(C2C(C(=O)c3ccc(C)o3)=C(O)C(=O)N2Cc2ccco2)cc1 (stereo not given)	i	i	i	i	i	i	i	i	i	i	i
CC1(OC(=O)C2CCCC2)C(=O)C=C2C=C(c3ccsc3)N(c3ccccc3)C=C2C1=O (stereo not given)	i	i	i	i	i	i	i	i	i	i	i
COc1cc(-c2nnc(SC(C)C(=O)Nc3c(C)n(C)n(-c4ccccc4)c3=O)o2)cc(OC)c1OC (stereo not given)	i	i	i	i	i	i	i	i	i	i	i
COC(=O)C1=C(C(=O)OC)[C@@H]2N(Cc3ccccc3)c3ccccc3[C@@]23C[C@@H](C(=O)OC)N(C(=O)CC(C)C)C3=N1	i	i	i	i	i	i	i	i	i	i	i
COCCCNC(=O)c1c(N)n(/N=C/c2cccnc2)c2nc3ccccc3nc12	i	i	i	i	i	i	i	i	i	i	i
COC(=O)c1ccccc1NC(=O)N1CCN(c2ccc(F)cc2)CC1	i	i	i	i	i	i	i	i	i	i	i
Oc1ccc(Br)cc1/C=N/n1c(COc2ccccc2)n[nH]c1=S	i	i	i	i	i	i	i	i	i	i	i
Cc1noc(C(=O)NCc2ccc(F)cc2)c1Cl	i	i	i	i	i	i	i	i	i	i	i
Clc1ccc(Oc2nc(Oc3ccc(Cl)cc3)nc(N3CCOCC3)n2)cc1	i	i	i	i	i	i	i	i	i	i	i
CC1(C)Oc2ccc3ccc(=O)oc3c2/C(=C/NCCO)C1=O	i	i	i	i	i	i	i	i	i	i	i
COc1ccc(OC)c(S(=O)(=O)N/N=C\c2cn(CC(N)=O)c3ccccc23)c1	i	i	i	i	i	i	i	i	i	i	i
CCc1nc2ccccc2c(C(=O)OCC(=O)N2CC(C)OC(C)C2)c1C (stereo not given)	i	i	i	i	i	i	i	i	i	i	i
Cc1nc2cc(NC(=O)NCc3ccc4c(c3)OCO4)ccc2o1	i	i	i	i	i	i	i	i	i	i	i
COc1ccc(N2CCN(C3CCCN(S(=O)(=O)c4ccc(C)cc4C)C3)CC2)cc1 (stereo not given)	i	i	i	i	i	i	i	i	i	i	i
O=C(c1n[nH]c2ccccc12)N1CCN(c2ccc(F)cc2)CC1	i	i	i	i	i	i	i	i	i	i	i
CCC12C(=O)C(CC)(C(c3ccccc3)=C1c1ccccc1)[C@@H]1C(=O)N(c3ccccc3)C(=O)C12 (stereo not given in full)	i	i	i	i	i	i	i	i	i	i	i
Cc1ccc(S(=O)(=O)Nc2cc(=O)[nH]c(SCC(=O)Nc3ccccc3C(F)(F)F)n2)cc1	i	i	i	i	i	i	i	i	i	i	i
Cc1[nH]n(-c2ccc(F)cc2)c(=O)c1C=Nc1ccc(S(=O)(=O)N(C)C)cc1	i	i	i	i	i	i	i	i	i	i	i
Cc1ccc(S(=O)(=O)CCSC(=N)N)cc1	i	i	i	i	i	i	i	i	i	i	i
CCN(CC)Cc1c(C(=O)N/N=C/c2ccco2)nnn1-c1nonc1N	i	i	i	i	i	i	i	i	i	i	i
COCCCNc1oc(-c2ccccc2OC)nc1C#N	i	i	i	i	i	i	i	i	i	i	i
CC(NC(=O)[C@H](C)NC(=O)C1CC(=O)N(c2ccc3c(c2)OCO3)C1)c1ccccc1 (stereo not given in full)	i	i	i	i	i	i	i	i	i	i	i
Cn1cc(Cl)cc(C(=O)Nc2ccccc2)c1=O	i	i	i	i	i	i	i	i	i	i	i
CCn1nc(C(=O)OC2CCOC2=O)c2ccccc2c1=O (stereo not given)	i	i	i	i	i	i	i	i	i	i	i
C=CCN1C(=O)/C(=C2/Sc3ccc(OC)cc3N2CC)SC1=S	i	i	i	i	i	i	i	i	i	i	i
Cc1[nH]cnc1CSCCN	i	i	i	i	i	i	i	i	i	i	i
COc1ccccc1OCCOc1ccc(/C=C2/C(=N)N3OC(C)=CC3=NC2=O)cc1OC	i	i	i	i	i	i	i	i	i	i	i
Cc1c(Cl)cccc1NC(=O)COC(=O)c1c2c(nc3ccccc13)CCN(Cc1ccccc1)C2	i	i	i	i	i	i	i	i	i	i	i
COc1ccc(CCNC2=CC(=O)CC(C)(C)C2)cc1	i	i	i	i	i	i	i	i	i	i	i
CCCCOCCCNC(=O)C1CCCCC1	nt	i	nt	i	nt	nt	i	nt	i	nt	i
CC(=O)COc1ccc2c(C)c(-c3ccccc3)c(=O)oc2c1	i	i	i	i	i	i	i	i	i	i	i
CCOC(=O)N1CCN(S(=O)(=O)c2ccc(C)cc2)CC1	i	i	i	i	i	i	i	i	i	i	i
O=C1C2C3C=CC(CNS(=O)(=O)c4ccccc4)(O3)C2C(=O)N1c1ccc(Cl)cc1 (stereo not given)	i	i	i	i	i	i	i	i	i	i	i
O=C(NNc1ccc([N+](=O)[O-])cc1)Nc1ccccc1	i	i	i	i	i	i	i	i	i	i	i
C/C(=N\O)c1cc(Cl)ccc1O	i	i	i	i	i	i	i	i	i	i	i
